Screening results as filed in PubChem BioAssay.
PG9 Ab binder = binders of HIV-1 gp120 antibody PG9, primary screen, biochemical, TR-FRET. HIV-1 gp120 / PG9 antibody interaction. 360,000 tested, 0.43% active. TR-FRET gp120-PG9 antibody binding. AID 624416, 2012. inhibition, % at 6.7 µM; in the data active means inhibition above about 8.5%
NR1D1 modulator = modulators of Rev-erb alpha DNA binding, primary screen, biochemical, FITC-DNA, fluorescence polarization, uHTS; Nuclear receptor subfamily 1 group D member 1 (Homo sapiens), P20393; Rev-erbα–FITC-DNA binding, 90 min; activity, % at 10 µM; 370,000 tested, 0.79% active;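 active means activity above about 14%, limit read from the data; passing the limit was not always enough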;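 further: 0% = DMSO wells with 35 nM protein and 100% = DMSO wells with 750 nM protein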
rCAG RNA binder = binders of r(CAG) RNA repeats, primary screen, biochemical, fluorescence; AID 651821, 2012; inhibition, % at 3 µM; r(CAG) RNA repeat, TO-PRO-1 dye displacement fluorescence; 370,000 tested, 1.3% active;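 active means inhibition above the plate cutoff, the mean of all test compounds on that plate plus 3 SD, cut at about 35% in these data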;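 further: 0% = DMSO alone and 100% = 100 µM mitoxantrone as full dye displacement; higher means more dye released from RNA so lower well fluorescence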
NPR2 activator = human GC-B receptor activators, primary screen, HEK293 GC-B cells, cGMP TR-FRET, EC30 CNP; Atrial natriuretic peptide receptor 2 (Homo sapiens), P20594; 0% at EC30 CNP, 100% saturating CNP; activation, % at 10 µM; 370,000 tested, 0.11% active; AID 1920062, 2024;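 active means activation at 10 µM reaching about 35% in either raw or pattern-adjusted values, limit read from the data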
HTRA1 inh = HTRA1 serine protease inhibitors, primary screen, biochemical, fluorescence polarization, HTS. AID 504803, 2011. recombinant HTRA1, FP-rhodamine activity-based probe. inhibition, % at 5.96 µM. 340,000 tested, 0.5% active. Q92743; in the data active means inhibition above about 36%;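 further: 0% = enzyme with DMSO and 100% = wells lacking enzyme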
Target sequence (Q92743 whole entry, looked up): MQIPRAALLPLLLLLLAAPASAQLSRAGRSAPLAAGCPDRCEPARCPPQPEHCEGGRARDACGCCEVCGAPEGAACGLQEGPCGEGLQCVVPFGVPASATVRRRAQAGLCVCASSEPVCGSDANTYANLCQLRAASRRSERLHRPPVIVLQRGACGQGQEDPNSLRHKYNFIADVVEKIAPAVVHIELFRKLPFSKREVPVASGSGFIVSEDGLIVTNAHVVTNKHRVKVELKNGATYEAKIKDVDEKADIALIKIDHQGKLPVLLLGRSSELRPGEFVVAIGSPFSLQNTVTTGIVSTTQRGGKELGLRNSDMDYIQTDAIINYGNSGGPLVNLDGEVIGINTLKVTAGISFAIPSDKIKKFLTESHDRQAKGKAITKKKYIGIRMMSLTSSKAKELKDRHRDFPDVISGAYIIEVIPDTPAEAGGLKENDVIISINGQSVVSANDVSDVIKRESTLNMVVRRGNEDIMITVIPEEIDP
NPR1 activator = GC-A stimulated cGMP production enhancers – HEK293 GC-A cells, cGMP TR-FRET, EC30 ANP, primary screen. Atrial natriuretic peptide receptor 1 (Homo sapiens), P16066. 0% at EC30 ANP, 100% saturating ANP. activation, % at 10 µM. 370,000 tested, 0.14% active; in the data active means activation above about 40%
SMARCA2 act = SMARCA2 (BRM) function activators, primary screen, cell-based, luminescence, high throughput; activation, % at 9.1 µM; 370,000 tested, 1% active; MG213 cells, MMTV-luciferase reporter, dexamethasone, overnight; in the data active means activation above about 7.8%;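 further: 0% = vehicle wells and 100% = reference activator wells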
ASAP1 GAP inh = inhibitors of human ASAP1 ArfGAP activity, primary screen, biochemical, fluorescence polarization | ASAP1-stimulated ARF1 GTP hydrolysis, GDP FP detection | 360,000 tested, 0.19% active | inhibition, % at 16.5 µM | Arf-GAP with SH3 domain, ANK repeat and PH domain-containing protein 1 (Homo sapiens), …; in the data active means inhibition above about 25%;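 further: 0% = vehicle with enzyme and substrate and 100% = no enzyme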
Target sequence (Q9ULH1 325-724 limits assumed): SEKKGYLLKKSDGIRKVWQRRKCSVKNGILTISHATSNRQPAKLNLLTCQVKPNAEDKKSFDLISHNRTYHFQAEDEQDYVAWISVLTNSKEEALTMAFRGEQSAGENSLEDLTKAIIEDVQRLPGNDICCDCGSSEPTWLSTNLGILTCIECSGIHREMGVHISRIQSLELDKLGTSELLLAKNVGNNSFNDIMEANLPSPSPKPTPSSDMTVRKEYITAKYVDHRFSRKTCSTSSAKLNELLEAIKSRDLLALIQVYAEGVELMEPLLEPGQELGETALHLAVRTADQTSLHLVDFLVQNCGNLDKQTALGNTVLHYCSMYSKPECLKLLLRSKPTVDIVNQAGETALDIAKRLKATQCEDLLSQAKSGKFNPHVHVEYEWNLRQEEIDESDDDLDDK
mABHD4 FP = ABHD4 inhibitors, primary screen, biochemical, fluorescence polarization, mouse | (Lyso)-N-acylphosphatidylethanolamine lipase (Mus musculus), Q8VD66 | purified mABHD4, FP-Rh probe fluorescence polarization | inhibition, % at 8.92 µM | 370,000 tested, 0.54% active | AID 720543, 2013;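 active means inhibition exceeding the mean over every tested compound plus 3 SD, cut at about 30% in these data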;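 further: 0% = plate median of compound wells and 100% = S159A mutant with DMSO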
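Assay system: Wild-type mouse ABHD4 protein | Medium: HEPES pH 7.0 buffer, 150 mM NaCl, 0.01% Pluronic F-127 | Incubation: Enzyme–compound pre-incubation 45 min, then probe 60 min, both 25 °C | Technique: Fluorescence polarization with parallel and perpendicular emission, 525/598 nm | Evaluation: % inhibition of FP-Rh probe binding versus controls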
ARFGAP1 inhibitor = inhibitors of rat ARFGAP1 GAP activity, primary screen, biochemical, fluorescence polarization, GDP tracer. 360,000 tested, 0.26% active. AID 651572, 2012. inhibition, % at 16.5 µM. Arfgap1-stimulated ARF1 GTP hydrolysis, GDP FP detection;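 active means inhibition above a per-plate limit, mean inhibition of low control wells plus 3 SD, cut at about 25% in these data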;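 further: 0% = DMSO wells with enzyme and 100% = wells lacking Arfgap1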
Target sequence (Q62848 1-136 limits assumed): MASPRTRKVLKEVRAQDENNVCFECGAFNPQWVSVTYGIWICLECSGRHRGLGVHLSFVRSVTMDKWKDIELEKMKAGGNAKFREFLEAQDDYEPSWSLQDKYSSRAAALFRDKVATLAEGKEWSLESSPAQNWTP
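Material: rat Arfgap1 catalytic domain, aa 1-136; also added: human ARF1(Δ1-17)-GTP substrate; compound dosing: one concentration, 16.5 µM, DMSO 1.26%; incubation: GTP hydrolysis reaction 2 h at 25 °C; measured by: Tracer-displacement fluorescence polarization with EDTA stop, 620/688 nm; evaluation: % inhibition from polarization; repeats: one replicate per compound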
An asterisk follows results filed as active; . = not tested or not shown.

SMILES	PG9 Ab binder	NR1D1 modulator	rCAG RNA binder	NPR2 activator	HTRA1 inh	NPR1 activator	SMARCA2 act	ASAP1 GAP inh	mABHD4 FP	ARFGAP1 inhibitor
N#CC1=C(N)Oc2cc(O)c(Cl)cc2C1c1cccnc1 (configuration not stated)	-0.2	4	-2	0	7	2	-2	-5	3	-14
Cn1c(C(=O)N2CCC(C(=O)NCc3ccccc3)CC2)cc2sccc21	-2.1	-5	-2	0	2	1	-3	-10	2	2
CCOC(=O)/C(C#N)=C1\C=CN(C)C(C)=N1	0.4	4	-2	-1	4	1	-2	6	-6	-3
CN1C(=O)C(c2nnc(Nc3cccc4ccccc34)s2)C2CC1(C)Oc1ccccc12 (configuration not stated)	0.7	-1	4	1	-30	1	-4	6	5	16
COc1ccc(C(C)NC(=O)Cc2cccs2)cc1OC (configuration not stated)	-1.7	-3	3	1	5	4	-1	-8	2	13
Brc1ccc(CNCCCSc2ncccn2)cc1	-0.8	-1	8	-6	4	-7	-2	-10	-4	-9
COc1ccc(CCNC(=O)c2ccccc2NC(=O)C2=C(C)OCCS2)c(OC)c1	-1.9	3	-5	-2	-8	-7	3	-12	3	-7
CC/C(=N\NC(N)=O)c1ccc(OC)c(OC)c1	-1.0	-6	-1	5	.	-4	0	-8	-4	-9
Cc1cccc(N2CCN(C(=O)c3ccc4c(c3)NC(=O)C(CSCc3cccc(F)c3)N4)CC2C)c1 (configuration not stated)	-0.4	1	19	-2	9	-8	-4	-2	0	-14
COc1ccccc1/C=C/C=N/n1c(-c2cc(C)[nH]n2)n[nH]c1=S	-0.5	9	10	-6	-4	4	-2	11	6	10

Of the compounds above, 3 contain four or more nitrogen atoms.
SMILES	PG9 Ab binder	NR1D1 modulator	rCAG RNA binder	NPR2 activator	HTRA1 inh	NPR1 activator	SMARCA2 act	ASAP1 GAP inh	mABHD4 FP	ARFGAP1 inhibitor
CN1C(=O)C(c2nnc(Nc3cccc4ccccc34)s2)C2CC1(C)Oc1ccccc12 (configuration not stated)	0.7	-1	4	1	-30	1	-4	6	5	16
Cc1cccc(N2CCN(C(=O)c3ccc4c(c3)NC(=O)C(CSCc3cccc(F)c3)N4)CC2C)c1 (configuration not stated)	-0.4	1	19	-2	9	-8	-4	-2	0	-14
COc1ccccc1/C=C/C=N/n1c(-c2cc(C)[nH]n2)n[nH]c1=S	-0.5	9	10	-6	-4	4	-2	11	6	10

Later entries:
SMILES	PG9 Ab binder	NR1D1 modulator	rCAG RNA binder	NPR2 activator	HTRA1 inh	NPR1 activator	SMARCA2 act	ASAP1 GAP inh	mABHD4 FP	ARFGAP1 inhibitor
COc1cc(/C=C/C(=O)OCC(=O)N2CC(C)OC(C)C2)ccc1OCC#N (configuration not stated)	-1.7	-9	2	0	5	0	-1	5	-11	1
O=C(/C=C/c1ccc(F)cc1)NC(=S)Nc1ccccc1	-3.1	-2	-1	1	-5	0	3	-6	0	6
CN(NC(=O)Nc1ccc(Cl)cc1)c1ncc(C(F)(F)F)cc1Cl	-0.9	-1	-3	0	-5	8	0	1	-1	3
N#Cc1ccccc1OCC(=O)N(Cc1nnc(-c2ccccc2Cl)o1)C1CC1	-1.4	-1	-3	-3	-4	-2	0	1	6	3
Cc1ccc(C2CC(=O)NC(SCC(=O)OCc3ccccc3)=C2C#N)o1 (configuration not stated)	-2.2	-2	-3	-2	-7	-2	1	15	1	9
COc1ccc(CNC(=O)c2ccccc2SCC(=O)NCc2ccco2)cc1	-0.2	-5	3	4	5	-3	0	-2	-1	6
COc1cc(/C=N/Nc2ccc([N+](=O)[O-])cn2)cc(OC)c1O	-3.2	5	7	-5	5	-3	-1	3	12	11
CCOC(=O)C1CCN(c2c(NCc3ccc(C(=O)NC(C)CC)cc3)c(=O)c2=O)CC1 (configuration not stated)	-1.4	-5	-2	7	-2	2	0	9	0	-15
Cc1cc(NC(=O)CSCC(=O)N(C)Cc2ccc(F)cc2)no1	0.6	-4	-3	-2	3	-1	2	11	-5	-10
CCN1C(=O)C2(C(C#N)=C(N)Oc3n[nH]c(-c4ccc(Cl)cc4)c32)c2ccccc21 (configuration not stated)	-0.1	-2	-1	-23	-20	-38	-4	6	-2	2
Cc1cc(NC(=O)CCC(=O)N(Cc2ccco2)C(C(=O)NC2CCCC2)c2ccc(F)cc2)no1 (configuration not stated)	0.0	1	-2	2	-9	-3	-3	5	-1	-1
CC(C)(O[C@@H]1O[C@H](CO)[C@@H](O)[C@H](O)[C@H]1O)[C@H]1Cc2cc3ccc(=O)oc3cc2O1	-1.9	-2	1	4	-8	2	0	-5	-5	-14
Cc1nn(C)c(C(=O)Nc2c(C)nn(Cc3c(F)c(F)c(F)c(F)c3F)c2C)c1Br	-1.1	-2	-8	2	1	1	0	-3	-1	-3
N=C1C(=O)OCC1c1ccccc1NC(=O)CN1CCOCC1 (configuration not stated)	1.6	-1	2	5	5	1	-3	-6	-7	-11
CC(C(=O)NCCSCc1cccc(Cl)c1)N(c1ccccc1)S(C)(=O)=O (configuration not stated)	-0.6	2	-8	-2	2	5	-3	4	-9	7
COc1ccc(OC)c(/C=N/NC(=O)CNC(=O)c2ccc(S(=O)(=O)N3CCCC3)cc2)c1	-1.9	3	1	-1	-4	6	-2	5	-4	3
CCC1CCC(C(=O)NC(C(=O)NCCc2ccc(S(N)(=O)=O)cc2)C(C)C)CC1 (configuration not stated)	0.8	-6	-2	2	3	1	0	1	-3	6
Cc1nnc(N(Cc2ccco2)C(=O)c2ccc(C#N)cc2)s1	-1.9	3	-2	-3	2	2	0	-7	-9	3
Cc1ccc(N2CC(C(=O)Nc3ccc(S(=O)(=O)N4CCOCC4)cc3)CC2=O)cc1 (configuration not stated)	0.2	1	5	-1	-10	0	-1	5	4	8
COc1ccc(NS(=O)(=O)c2ccc(C)c(NC(=O)CNC(=O)c3ccco3)c2)cc1	0.1	-4	4	1	3	3	-2	-11	2	-6
O/N=C/c1nc2cc(Cl)ccc2o1	-1.5	-1	-1	-1	-4	-1	2	20	5	14
O=C(Cn1nc(C(F)(F)F)c2c1CCC2)NCc1ccc(Cl)cc1	1.9	7	2	-10	-4	-2	1	12	-1	6
CC1CCCCN1C(=S)Nc1ccc(OC(F)F)cc1 (configuration not stated)	-0.2	-7	1	1	0	-2	-1	-8	3	-7
Cc1cc(S(=O)(=O)N(Cc2ccccn2)Cc2ccco2)ccc1-n1cnnn1	-0.1	-1	-1	4	-3	-2	0	-8	-1	2
Cc1cc2cc(C(c3nnnn3Cc3ccccc3)N3CCc4ccccc43)c(=O)[nH]c2cc1C (configuration not stated)	2.3	5	17	-2	-30	1	-2	-3	1	12
CC(C)(c1cc(Br)c(O)c(Br)c1)c1cc(Br)c(O)c(Br)c1	0.2	-11	18	-2	-11	0	-3	12	20	-23
CCOc1ccc(CCN2C(=O)C(=O)N([C@@H](Cc3ccccc3)CN3CCC[C@H]3CN3C(=O)C(=O)NC[C@@H]3Cc3ccccc3)C[C@@H]2Cc2ccc(O)cc2)cc1	0.3	-4	14	1	.	1	-6	-7	3	-2
COc1ccc(-c2onc3ccc(Cl)cc23)cc1	-2.3	6	8	-1	-5	-5	1	-1	3	-8
Cc1ccc(OCc2cc(C(=O)N3CCc4sccc4C3)no2)cc1C	-1.1	1	-5	3	-14	3	0	-13	-9	-7
CN(C)C(CNC(=O)c1cc(S(=O)(=O)N2CCOCC2)ccc1F)c1cccs1 (configuration not stated)	0.2	0	-1	-4	-2	0	-1	-18	0	6
O=C(COC(=O)c1cc2ccccc2oc1=O)Nc1cccc(Br)c1	1.7	-4	-6	1	1	-7	-3	9	-5	7
COc1cc(-n2c(C)nc3cc(C(=O)O)ccc32)cc(OC)c1OC	0.4	1	-1	1	1	-1	-3	3	2	14
CCc1cccc(NC(=O)CSc2nc(C)cs2)c1	-1.3	-2	-3	2	-4	-2	-2	-1	1	7
Cc1cc(N2CCCC2)n2nc(C)nc2n1	-2.5	-3	2	2	2	2	-5	-9	-8	-2
c1ccc(N2CCN(C3CCSC3)CC2)cc1 (configuration not stated)	0.1	0	0	3	4	0	2	-1	-7	0
O=C(/C=C/c1ccc(F)cc1)NCc1ccco1	0.6	-2	4	0	2	0	-2	0	6	-8
Cc1onc(-c2ccccc2)c1C(=O)N1CCCC1	-1.0	2	-2	4	4	5	0	-5	3	-2
CC1CCCCN1S(=O)(=O)c1cn(C)c(=O)n(C)c1=O (configuration not stated)	-1.3	0	0	6	-5	3	2	3	-6	-8
CCOC(=O)C1C(=O)NC(c2ccccc2)=NC1c1ccccc1 (configuration not stated)	0.9	-3	2	2	-1	6	0	-10	-1	1
CN1CCN(S(=O)(=O)c2ccc(CNC(=O)c3ccccc3)s2)CC1	-1.3	4	-1	0	4	2	-3	-1	0	2
Cc1ccc(N2C(=O)c3cccc4c([N+](=O)[O-])ccc(c34)C2=O)c2cccnc12	-0.8	-1	1	41*	3	4	-3	-5	-10	8
CCc1nc2c(OCc3cccc(Cl)c3)cccn2c1N(C)C(C)=O	1.6	4	-3	4	.	3	-7	8	2	-2
O=C(CN1C(=O)CCS(=O)(=O)c2ccccc21)Nc1ccc(Cl)cc1	-3.0	2	1	-3	3	-1	2	-2	4	-8
Cc1ccc(S(=O)(=O)NC(CC(N)=O)C(=O)O)cc1 (configuration not stated)	-2.4	2	-2	6	-7	-1	-1	4	6	-3
O=C(C(=O)N1CCC(CNS(=O)(=O)c2ccccc2OC(F)(F)F)CC1)c1cccs1	0.6	2	1	1	.	1	-4	2	-10	2
CCOCCCNC(=O)C(c1ccc(C)cc1)N(Cc1cccs1)C(=O)c1ccccc1O (configuration not stated)	-1.9	-3	3	-1	0	-6	0	15	2	-1
CS(=O)(=O)N1CCCCC1c1cc(C(=O)NCc2ccc(F)cc2)no1 (configuration not stated)	1.5	-1	1	-3	.	0	1	-14	1	7
CCO[C@H]1OC(C(=O)NCc2nc3ccccc3[nH]2)=C[C@@H](c2ccccc2)[C@@H]1CCCO	-0.2	-4	-5	-5	-3	1	-1	1	0	2
O=C(N/N=C/c1cccc(Oc2ccccc2)c1)c1ccncc1	-0.3	-1	-2	-2	-10	0	0	-10	-11	-5
C[C@H]1CCCCO[C@H](CN(C)C(=O)Nc2ccc(F)cc2)[C@@H](C)CN([C@@H](C)CO)C(=O)c2cc(NC(=O)Nc3ccc4c(c3)OCO4)ccc2O1	-1.4	-5	14	-1	-5	7	-6	10	-1	-4
